Bioassay records from PubChem BioAssay.
TDP1 inh: qHTS Assay for Inhibitors of Tyrosyl-DNA Phosphodiesterase (TDP1) | Tyrosyl-DNA phosphodiesterase 1 (Homo sapiens), Q9NUW8 | recombinant TDP1, AlphaScreen DNA substrate cleavage | Potency, µM (highest dose often 130 µM), inactives show at the top dose activity change, negative = inhibition, usual class: inhibitors | 350,000 tested, 0.28% active; note: nearly all actives have a fitted effect of over 40% in size
Target sequence (Q9NUW8 whole entry, looked up): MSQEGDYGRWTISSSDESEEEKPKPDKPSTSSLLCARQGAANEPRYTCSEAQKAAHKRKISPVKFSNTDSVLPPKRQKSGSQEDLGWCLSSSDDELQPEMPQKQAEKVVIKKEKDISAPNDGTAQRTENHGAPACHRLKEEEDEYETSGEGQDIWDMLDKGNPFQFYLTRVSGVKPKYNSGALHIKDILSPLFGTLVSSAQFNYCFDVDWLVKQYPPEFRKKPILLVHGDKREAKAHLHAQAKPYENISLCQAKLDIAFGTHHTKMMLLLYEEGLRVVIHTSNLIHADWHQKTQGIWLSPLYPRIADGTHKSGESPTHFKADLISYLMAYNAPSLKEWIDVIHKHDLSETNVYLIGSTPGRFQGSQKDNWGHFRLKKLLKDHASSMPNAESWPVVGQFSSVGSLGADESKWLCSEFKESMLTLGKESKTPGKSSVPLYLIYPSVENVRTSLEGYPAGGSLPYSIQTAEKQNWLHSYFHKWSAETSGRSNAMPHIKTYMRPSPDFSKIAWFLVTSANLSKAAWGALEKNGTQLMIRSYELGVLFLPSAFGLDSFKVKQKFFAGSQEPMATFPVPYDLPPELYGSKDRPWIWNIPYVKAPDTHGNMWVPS
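Tdp1 1 nM final; 15 min RT w/ cpd; substrate 15 nM, 5 min; beads 10 ug/ml, 10 min; AlphaScreen read. Neg ctrl: no enzyme.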
N370S GC: qHTS Assay for Inhibitors and Activators of N370S glucocerebrosidase as a Potential Chaperone Treatment of Gaucher Disease; 330,000 tested, 0.092% active; Lysosomal acid glucosylceramidase (Homo sapiens), P04062; Potency, µM (highest dose often 59.4 µM), for the others: at the highest dose activity change, negative = inhibition, most hits filed as inhibitors; N370S GC spleen homogenate, 4MU-glucoside fluorescence;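 note: 0% = full enzyme activity and -100% = no enzyme basal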
FEN1 inhibitor: qHTS Assay for the Inhibitors of Human Flap endonuclease 1 (FEN1) | P39748 | Recombinant FEN1 flap cleavage, fluorescence, 15 min | Potency, µM (highest dose often 114 µM), without a hit: top-dose activity change, negative = inhibition, actives largely listed as inhibitors | 390,000 tested, 0.35% active; note: nearly all actives have a fitted effect of over 65% in size
Target sequence (P39748 whole entry, looked up): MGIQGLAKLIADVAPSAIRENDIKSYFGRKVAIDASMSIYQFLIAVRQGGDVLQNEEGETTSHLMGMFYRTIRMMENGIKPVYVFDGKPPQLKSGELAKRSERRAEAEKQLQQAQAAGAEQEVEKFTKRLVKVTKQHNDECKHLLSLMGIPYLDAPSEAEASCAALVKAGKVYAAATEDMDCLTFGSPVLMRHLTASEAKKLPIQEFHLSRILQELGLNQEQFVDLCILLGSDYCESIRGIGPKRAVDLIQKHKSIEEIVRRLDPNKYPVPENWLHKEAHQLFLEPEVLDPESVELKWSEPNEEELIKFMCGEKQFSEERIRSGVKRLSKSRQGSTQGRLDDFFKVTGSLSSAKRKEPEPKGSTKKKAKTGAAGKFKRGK
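Compounds are tested as a concentration series against 10 nM FEN1; after a 15 min room-temperature preincubation, 50 nM substrate starts cleavage, with plate reads at 0 and 15 min. Normalized responses are fitted by a Hill equation.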
* marks the source's active call; other numbers are inactive results; ? = inconclusive; / = not tested or not shown; & = joins results of further samples; [ ] = dose if it differs, or a comment. Calls come from the whole dose curve; as a rule, active = well fitted curve in the direction sought with a large enough effect; inconclusive = small, poorly fitted or top-dose-only effect, or another doubt; inactive = no such curve, though single readings can be large; an effect the other way counts as inactive or inconclusive. Unless noted, % is set by controls: 0 for no effect and ±100 for the full control effect; potency is the fitted concentration of half-maximal effect.

| SMILES | TDP1 inh | N370S GC | FEN1 inhibitor |
| --- | --- | --- | --- |
| CC(Sc1nnc(Cc2ccccc2)n1C)C(=O)NC1CC1 (stereo not drawn) | -0.2% | / | 1.7% |
| CCCC[C@@H]1CCCO[C@@](C(=O)NCC2CC2)(C(F)(F)F)C1 | 6.2% | -8.5% | -8.1% |
| CCn1c(C(=O)NCc2ccc(F)cc2)cc2oc3ccccc3c21 | 5.1% | / | -22.1% |
| CCOc1cccc(OCCCOc2ccccc2)c1 | -7.0% | 1.1% | -1.6% |
| COC(=O)c1ccc(/C=N/OCC(=O)NCc2ccc(F)cc2)cc1 | 0.0% | -2.5% | -0.4% |
| COc1cccc(/C=N/NC(=O)c2c(C)nc3ccc(Br)cn23)c1O | 56.2µM* | -16.0% | -6.1% |
| Cc1oc2ncn(CC(C)C)c(=O)c2c1C(=O)N1CCN(c2ccccc2F)CC1 | 2.1% | / | 2.3% |
| Cc1ccc2[nH]c(CN3CCN(C)C(CCO)C3)c(C)c2c1 (stereo not drawn) | 3.5% | 1.7% | -6.8% |
| COC(=O)c1ccc(S(=O)(=O)NCc2ccco2)n1C | 4.1% | -3.3% | -0.2% |
| Cc1ccc(CC(=O)NCCC(=O)O)cc1 | 4.8% | -9.9% | 2.5% |
| Cc1cc(C)c(S(=O)(=O)N(C)CC(=O)NCc2cccnc2)c(C)c1 | / | -15.7% | 2.9% |
| CCn1nc(C(=O)NC2=NCCS2)c2ccccc2c1=O | 5.1% | 2.1% | 2.4% |
| Cc1ccc(NC(=O)C23CCC(C)(C(=O)[C@H]2Br)C3(C)C)cc1 (stereo partly drawn) | / | 10.5% | -2.9% |
| CCN(CC)S(=O)(=O)c1ccc(C)c(NC(=O)COC(=O)CNC(=O)c2ccc(C(C)(C)C)cc2)c1 | 2.6% | 13.4% | -18.0% |
| CC(C)(C)c1ccc(-n2ncc3c2CCCC3NC(=O)CCN2CCCO2)cc1 (stereo not drawn) | 5.5% | -9.6% | 9.3% |
| CCOc1ccc(C2N(c3ccc(Cl)cc3)C(=O)C3CCCN32)cc1OC (stereo not drawn) | 2.5% | -12.1% | -3.0% |
| Cc1cccc(N2C(=S)NC3c4ccccc4OC2(C)C3C(=O)N(C)C)c1 (stereo not drawn) | 5.3% | 2.3% | 7.4% |
| CNC(=S)N1CCn2cccc2C1c1ccc(F)cc1 (stereo not drawn) | 4.3% | -14.9% | 2.3% |
| COC(=O)C1=C(CSc2nnnn2C)NC(=O)NC1c1cc(C)ccc1C (stereo not drawn) | 3.3% | -0.5% | 3.9% |
| C=CCOC(=O)C1=C(C)NC(SCC(=O)N(CC)CC)=C(C#N)C1c1ccco1 (stereo not drawn) | 3.3% | -3.1% | -6.3%&-3.9% |
| Cc1ccc(CN2CCN(Cc3ccc4cccc(F)c4n3)CC2CCO)cc1 (stereo not drawn) | / | -22.0% | 0.8% |
| O=C(COC(=O)CNC(=O)c1ccc(Cl)cc1)Nc1ncc(C(F)(F)F)cc1Cl | 0.0% | 9.7% | -2.7% |
| COc1ccc([C@H]2CC(=O)C=C(/C=C/c3ccc(Cl)cc3)C2)cc1 | 2.7% | / | -13.0% |
| Cc1ccc(C)c(NC(=O)c2ccc3c(c2)CCN3S(=O)(=O)c2ccccc2)c1 | 7.0% | / | -18.8% |
| Cc1nn(C)c(C)c1Nc1ccc(N2C(=O)C3C4C=CC(C4)C3C2=O)cc1[N+](=O)[O-] (stereo not drawn) | 2.7% | -2.9% | 17.5% |
| O=C(c1ccc(F)cc1)C1CCN(C(=O)NC2CCCCC2)CC1 | -5.1% | 11.8% | -2.7% |
| COCCNC(=O)CCCn1c(=O)c2cc(OC)c(OC)cc2n(CC(=O)Nc2ccccc2OC)c1=O | 4.6% | -7.8% | 1.4% |
| CCN(CC)S(=O)(=O)c1ccc(C(C)NCC(=O)Nc2ccccc2C(=O)NC2CC2)cc1 (stereo not drawn) | 0.0% | -8.8% | -9.9% |
| NC(Cc1ccccc1)C(O)(c1ccccc1)c1ccccc1 (stereo not drawn) | -4.9% | -9.9% | -17.4% |
| O=C(O)c1ccc(Oc2ccc(C(F)(F)F)cn2)cc1 | 5.4% | -0.8% | 1.4% |
| CCc1ccc(N2CCCn3c2nc2c3c(=O)n(CCN3CCOCC3)c(=O)n2C)cc1 | 3.8% | 6.0% | / |
| Cc1nc(Nc2nc3ccccc3o2)nc2c1CCC2 | 2.1% | 5.4% | -3.2% |
| Cc1nc2sc(C(c3ccccc3)N3CCC(O)CC3)c(O)n2n1 (stereo not drawn) | 2.0% | -26.9% | 5.5% |
| CCOC(=O)c1nc(N)c(=O)n(-c2ccc(C)cc2)n1 | 0.0% | -3.9% | -4.3% |
| CCOC(=O)N1CCC(NC(=O)C2CCN(c3nc(-c4ccc(OC)cc4)no3)CC2)CC1 | 4.1% | 1.9% | 9.6% |
| Cc1cccc(NC(=O)C2CCCN(C(=O)NC3CCCCC3)C2)c1C (stereo not drawn) | 2.0% | -11.8% | 4.3% |
| COc1cc(CN2CCc3ccc(NC(=O)CCc4ccccc4OC)cc3C2)ccc1O | 7.4% | -6.0% | 2.8% |
| Cc1cc(C)n(CC(=O)c2ccc(Cl)cc2)n1 | 0.0% | -2.2% | -4.2% |
| CCOc1ccc(CCN2CN(C3CCCCC3)CNC2=S)cc1OCC | / | 25.0% | -3.6% |
| CCOc1ccc(N(CC(=O)N2CCN(Cc3ccccc3)CC2)S(C)(=O)=O)cc1 | 2.4% | -23.6% | -5.8% |
| Cc1ccc(NC(=O)Cn2nc(C)cc2C)cc1 | 2.1% | -1.3% | -8.7% |
| O=C1c2ccccc2NC(c2ccco2)N1NS(=O)(=O)c1ccccc1 (stereo not drawn) | 2.3% | 10.8% | 10.2% |
| O=C(O)c1cc(N/N=C/C=C/c2ccccc2[N+](=O)[O-])ccc1Cl | 7.1% | -18.9% | 11.0% |
| Nc1nc(CSC(=S)N2CCOCC2)nc(Nc2ccc(F)cc2)n1 | 1.4% | -2.9% | -6.9% |
| CCNc1nc(NC(C)C)nc(N(C#N)Cc2ccccc2)n1 | 4.5% | 21.5% | -12.0% |

New compounds follow:
Molecule	TDP1 inh	N370S GC	FEN1 inhibitor
CCN(Cc1ccc(OC)cc1)c1ccc(-c2nc(-c3ccncc3)no2)cc1[N+](=O)[O-]	5.7%	/	-15.1%
COc1cc(NC(=O)CN2C(=O)NC3(CCOc4ccccc43)C2=O)cc(OC)c1 (stereo not drawn)	2.3%	/	-16.7%
O=C(/C=C/c1ccccc1)NCC(=O)N/N=C/c1cccs1	1.7%	2.0%	1.6%
CC(C)OC(=O)c1ccc(COC(=O)c2cnccn2)cc1	3.1%	-1.7%	-0.1%
COC(=O)c1ccc(C(=O)OC)c(NC(=S)N2CCCCC2C)c1 (stereo not drawn)	5.3%	7.5%	-8.0%
CN1CCN(C(=O)c2ccc3c(c2)N(Cc2ccc(Cl)cc2)C(=O)c2ccccc2S3(=O)=O)CC1	3.5%	/	-14.8%
CC1CCN(c2ccc(NC(=S)NC(=O)c3ccco3)cc2)CC1	7.2%	9.2%	-1.5%
Cc1ccc(C)c(NS(=O)(=O)c2cc(C(=O)NCCSC3CCCCC3)ccc2C)c1	2.0%	19.9%	-21.2%
COCCCNS(=O)(=O)c1ccc2[nH]c3c(c2c1)CCCCC3	/	-5.1%	-15.3%
COc1ccc(N(C(=O)c2ccc(Cl)cc2)S(=O)(=O)c2ccc(C)cc2)cc1	2.2%[12.3 µM]	/	11.4%
CCN(C(=O)CSc1nc(N)cc(N)n1)C1CCS(=O)(=O)C1 (stereo not drawn)	2.1%	-7.4%	-4.0%
CCc1cccc(NC(=O)C2CCCN(S(=O)(=O)c3cnc[nH]3)C2)c1 (stereo not drawn)	2.7%	-0.5%	-1.4%
COc1cc(/C=C2/CCC/C(=C\c3cc(O)c(OC)c(Cl)c3)C2=O)cc(Cl)c1O	6.4%	-14.5%	?
COc1ccc(Cn2c(SCc3ccc(C(=O)NCc4cccs4)cc3)nc3cccnc32)cc1	2.0%	/	-10.8%
O=C(NNc1ccc(Cl)cc1)c1c(F)cccc1Cl	2.9%	-7.6%	7.3%
CCN1CCN(c2ncc(C(=O)Nc3cc(Cl)ccc3OC)c3ccccc23)CC1	6.8%	-11.4%	-6.2%
Cc1c(NC(=O)c2cc3ccccc3o2)cccc1-c1nc2ccccc2o1	1.3%[12.3 µM]	/	11.0%
CC1(C)C2CCC(C2)C1(C)NC(=O)CNC1CCCCC1 (stereo not drawn)	-2.6%	2.1%	21.2%
COc1cccc(-c2cc(C(=O)N3CCc4ccccc4C3)[nH]n2)c1	1.7%	-4.3%	-4.5%
COC(=O)c1cc(C(=O)NNC(=O)c2ccc3c(c2)OCO3)cc([N+](=O)[O-])c1	0.8%	/	15.8%
CCOc1cc(C(=O)N=c2sccn2C)cc(Br)c1OC	0.6%[56.1 µM]	-2.7%	0.6%
O=[N+]([O-])c1ccc(Cl)c(CN2CCN(c3ncccn3)CC2)c1	/	-3.5%	-0.6%
CCCn1c2ccccc2c2cnn(CC(=O)N3CCOCC3)c(=O)c21	2.9%	25.3%	10.1%
O=C(Nc1ccc(S(=O)(=O)N2CCCC2)cc1)c1c(F)cccc1F	3.8%	-2.8%	14.5%
O=C(Cn1nc(Cc2cccnc2)c2ccccc2c1=O)NCc1ccc2c(c1)OCO2	3.9%	0.7%	-3.2%
Cc1c(O)c(CN2CCCCC2)cc2c1oc(=O)c1ccccc12	2.1%	3.6%	-1.6%
C=CCN1C(=NC(=O)CCC(=O)O)SC2CS(=O)(=O)CC21 (stereo not drawn)	-1.0%	0.2%	1.0%
COc1cc(NC(=O)CNc2ccc(Cl)c(S(=O)(=O)N3CCOCC3)c2)cc(OC)c1	0.7%	/	9.7%
C/C(=N\NC(=O)C1CC1)c1ccccc1Br	2.3%	2.9%	-4.5%
C=CCN(c1ccc(OC)cc1)S(=O)(=O)c1ccc(Cl)c(C(=O)OCC(=O)NC2CC2)c1	2.6%	-2.5%	2.9%
COc1ccc(OC)c(/C=C2/Sc3ccccc3C2=O)c1	2.5%	7.1%	7.8%
CCCC(=O)N/C(N)=N/c1nc2ccccc2o1	0.0%	?	-0.8%

5 of the entries above in order of their number in N370S GC, smallest number first.
Molecule,N370S GC
C=CCN1C(=NC(=O)CCC(=O)O)SC2CS(=O)(=O)CC21 (stereo not drawn),0.2%
O=C(Cn1nc(Cc2cccnc2)c2ccccc2c1=O)NCc1ccc2c(c1)OCO2,0.7%
C/C(=N\NC(=O)C1CC1)c1ccccc1Br,2.9%
Cc1c(O)c(CN2CCCCC2)cc2c1oc(=O)c1ccccc12,3.6%
COc1ccc(OC)c(/C=C2/Sc3ccccc3C2=O)c1,7.1%

Next results
Molecule	TDP1 inh	N370S GC	FEN1 inhibitor
COCCN1CCN(Cc2cn[nH]c2-c2cc3ccccc3o2)CC1	-2.5%	-8.4%	-4.0%
COc1cccc(NC(=O)CNC(=O)c2ccc(C)cc2)c1	5.5%	17.8%	0.3%
CCSc1ccc2nnc(-c3cccc(F)c3)n2n1	2.8%	-13.0%	-26.0%
COc1ccc(CC(=O)NCc2ccc3c(c2)CCN3C(C)=O)cc1OC	5.4%	/	-0.6%
O=C(CSc1ncnc2c1oc1ccccc12)Nc1ccccc1F	-1.2%	11.9%	9.6%
O=C(Nc1ccccc1Cl)C1C(c2ccccc2)C1(Cl)Cl (stereo not drawn)	/	-0.4%	4.9%
CCC1(c2ccc(Cl)cc2)NC(=O)N(CC(=O)NC2CCCCCC2)C1=O (stereo not drawn)	-5.2%	-1.6%	5.1%
O=C(CSc1cccc(C(F)(F)F)c1)NCc1ccccc1	0.0%	7.4%	-7.6%
CCOc1ccc(OCCCCn2ccnc2)cc1	5.6%	-0.2%	-4.7%
Cn1c(Br)nc2c1c(=O)n(Cc1ccccc1)c(=O)n2C	2.0%	-3.0%	-5.8%

Quoted from the listing, 4 compounds:
Molecule	TDP1 inh	N370S GC	FEN1 inhibitor
CCC1(c2ccc(Cl)cc2)NC(=O)N(CC(=O)NC2CCCCCC2)C1=O (stereo not drawn)	-5.2%	-1.6%	5.1%
O=C(CSc1cccc(C(F)(F)F)c1)NCc1ccccc1	0.0%	7.4%	-7.6%
CCOc1ccc(OCCCCn2ccnc2)cc1	5.6%	-0.2%	-4.7%
Cn1c(Br)nc2c1c(=O)n(Cc1ccccc1)c(=O)n2C	2.0%	-3.0%	-5.8%

Rows are unselected; about 0.57% have a hit in one of these screens.
